Bioassay records (PubChem BioAssay)
Yp Topo-I inh: blocks Yersinia pestis topoisomerase I activity; hit rate 0.064% among 360,000; activity, % at 10 µM; Y. pestis Topo-I cleavage product accumulation, plate reader; in the data active = activity above about 50%, passing the limit was not always enough; inconclusive = no clear call, values can overlap the other calls; also: inactives centre near 2
MazF activator: MazEF (E. coli) toxin RNase activation; P0AE70; FAM/BHQ RNA-DNA oligo cleavage fluorescence, 5 h; activation, % at 20 µM; hit rate 0.32% among 350,000; in the data active = activation above about 50%
Target sequence (P0AE70 whole entry, looked up): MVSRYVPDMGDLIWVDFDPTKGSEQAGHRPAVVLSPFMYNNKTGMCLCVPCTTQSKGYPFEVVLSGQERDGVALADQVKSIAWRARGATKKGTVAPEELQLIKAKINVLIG
TcdB GH inh: inhibitors of Clostridioides difficile toxin B glycohydrolase | P18177 | TcdB glycohydrolase enzymatic assay, plate reader | inhibition, % at 9.99 µM | hit rate 0.24% among 350,000; in the data active = inhibition above about 10%
Anthrax LF inh2: anthrax lethal factor protease inhibition; P15917; multiplex microsphere protease cleavage assay, LF; inhibition, % at 10 µM; hit rate 0.12% among 360,000; AID 588501; in the data active = inhibition above about 30%; inconclusive = no clear call, values can overlap the other calls; also: plate controls were buffer without enzyme for full effect and enzyme alone for no effect
PfHsp40 rescue: rescue of PfHsp40-mediated yeast toxicity; hit rate 0.68% among 340,000; S. cerevisiae expressing PfHsp40, growth rescue, ATP luminescence; growth rescue, % at 12.5 µM; in the data active = growth rescue above about 28%, passing the limit was not always enough; inconclusive = no clear call, values can overlap the other calls;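 also: yeast W303a lacking pdr1 and pdr3 grown in galactose medium; growth measured after three days at 30 °C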
VHR inh abs: blocks human VHR1 dual specificity phosphatase | P51452 | recombinant VHR phosphatase, pNPP absorbance | inhibition, % at 13.3 µM | hit rate 0.52% among 290,000 | AID 1654; in the data active = inhibition above about 50%; also: some compounds called inactive have numbers as strong as hits
Target sequence (P51452 whole entry, looked up): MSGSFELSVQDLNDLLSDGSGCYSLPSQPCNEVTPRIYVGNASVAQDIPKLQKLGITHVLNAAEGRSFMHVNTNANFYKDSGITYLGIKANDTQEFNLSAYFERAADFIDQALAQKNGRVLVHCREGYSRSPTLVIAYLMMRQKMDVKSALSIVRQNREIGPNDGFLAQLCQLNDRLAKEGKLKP
3CLpro inhibitor: SARS-CoV 3CLpro protease inhibition; inhibition, % at 6 µM; recombinant SARS-CoV 3CLpro, quenched FRET peptide cleavage; P0C6X7; hit rate 0.14% among 290,000; in the data active = inhibition above about 12%
PriA SSB inh: K. pneumoniae PriA-SSBct interaction inhibition. AlphaScreen SSBct-PriA binding, biotinylated peptide. inhibition, % at 33 µM. hit rate 0.6% among 430,000; in the data active = inhibition mostly above about 37%, no sharp cut-off; inactive = mostly below about 20%;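 also: plate controls were negative control peptide for no effect and reference peptide for full effect; strong numbers were not always called active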
Rv3671c inh: Rv3671c (M. tuberculosis) protease inhibition; hit rate 0.048% among 320,000; inhibition, % at 5.96 µM; AID 2606; P9WHR9; in the data active = inhibition above about 38%;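 also: extracellular domain of Rv3671c used as enzyme; 0% = enzyme with DMSO and 100% = no enzyme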
Target sequence (P9WHR9 whole entry, looked up, the tested form may be a part): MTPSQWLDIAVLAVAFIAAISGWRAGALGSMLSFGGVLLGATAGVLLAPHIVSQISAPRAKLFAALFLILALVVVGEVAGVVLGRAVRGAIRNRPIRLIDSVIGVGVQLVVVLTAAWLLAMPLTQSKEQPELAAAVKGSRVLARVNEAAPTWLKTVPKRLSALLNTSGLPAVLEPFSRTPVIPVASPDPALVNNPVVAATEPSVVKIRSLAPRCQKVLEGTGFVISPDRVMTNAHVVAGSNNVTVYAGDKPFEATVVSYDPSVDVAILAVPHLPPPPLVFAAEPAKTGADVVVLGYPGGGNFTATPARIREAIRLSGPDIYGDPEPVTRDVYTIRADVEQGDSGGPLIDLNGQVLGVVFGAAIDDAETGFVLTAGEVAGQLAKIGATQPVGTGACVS
Vc quorum ag: quorum light induction in luxS cqsA deficient V. cholerae | V. cholerae BH1578 lux reporter, luminescence, 6 h | activation, % at 18.7 µM | hit rate 0.16% among 350,000 | AID 588436; in the data active = activation mostly above about 9.7%, no sharp cut-off; inconclusive = no clear call, values can overlap the other calls; inactive = mostly below about 3.7%; also: not every result past the cut was called active; inactives centre near 0; reference of the scale not given here
Numbers without * were called inactive; i = inactive; ? = inconclusive; . = no result given; + = active, no number; & = joins results of further samples. A portion of the library; count on the stated rates, not on these rows.

structure	Yp Topo-I inh	MazF activator	TcdB GH inh	Anthrax LF inh2	PfHsp40 rescue	VHR inh abs	3CLpro inhibitor	PriA SSB inh	Rv3671c inh	Vc quorum ag
CCOc1ccc(CN(C)Cc2cc(=O)oc3c(C)c(C)ccc23)cc1OC	28	-1	-7.3	-3	-0.6	.	.	-12	.	5.9
Cn1c(CCNC(=O)c2cccs2)n[nH]c1=S	-1	-9	.	-1	0.1	-2	-2	2	7	i
N/C(=N\OC(=O)Oc1ccccc1)c1ccc(Br)cc1	-10	4	.	-5	-0.5	16	2	.	-5	i
O=C1CC2(CCOCC2)Oc2ccc3ccccc3c21	7	1	1.3	0	1.2	.	.	2	4	-1.3
CCOC(=O)n1c(=O)oc2cc(S(=O)(=O)N3CCOCC3)ccc21	1	-4	.	1	-0.8	24	-1	-17	-5	i
CCn1c(CNC(=O)C2CCCCC2)cc2ccccc21	-1	-2	-0.3	11	-1.5	30	8	-7	6	i
CC1=NN(C(=O)COc2ccccc2C)C(O)(c2ccc(Cl)cc2)C1 (stereo not given)	10	-1	2.6	-1	-0.6	-3	3	6	4	-0.2
CS(=O)(=O)N(CC(=O)N1CCc2ccccc2C1)c1ccc2c(c1)OCO2	1	-12	.	2	-0.3	-11	-1	-5	-2	-1.1
CC(C)CCNS(=O)(=O)c1cc2c3c(c1)CCN3C(=O)CC2	6	11	2.7	0	-0.4	2	9	1	4	-2.7
CN(Cc1ccccc1)S(=O)(=O)c1ccc(Cl)c(C(=O)N2CCC(C(N)=O)CC2)c1	-1	6	1.1	0	2.1	.	.	-16	2	5.0
CCn1c(O)c(/C=N/NC(=O)c2ccccc2)c(=O)n(CC)c1=S	2	-8	1.1	1	.	13	5	.	5	0.6
CNc1nc(N)c([N+](=O)[O-])c(N2CCCCCC2)n1	1	-1	0.3	-9	3.7	.	-4	1	-7	-0.5
Oc1ccc(/C=N/Nc2ccc3ccccc3c2)c(O)c1	-19	3	-0.4	-3	0.3	44	2	.	10	i
O=C(CN1CCCC1c1cccs1)N1CCN(S(=O)(=O)c2ccccc2)CC1 (stereo not given)	24	3	-0.2	.	-1.1	.	.	-7	.	-0.4
O=C(CNC(=O)c1cccnc1)N/N=C/c1cc(Br)c(O)c(Br)c1	-2	0	0.1	1	2.3	53*	-4	.	-1	i
CN(C)S(=O)(=O)c1cccc(-c2cn3cccnc3n2)c1	0	6	-0.6	-4	?	12	4	-7	3	2.0
Cc1nc(SCC(=O)NC2CCCCC2C)nc(C)c1C (stereo not given)	6	-6	1.3	6	1.0	.	.	2	6	-0.8
CCNS(=O)(=O)c1ccc(CCC(=O)Nc2ccccc2)cc1	2	-10	0.7	0	-0.6	17	3	-15	-3	0.7
Cc1cc(C)n2nc(C(=O)N3CCCC(N4CCN(c5ccccc5C)CC4)C3)cc2n1 (stereo not given)	18	7	1.0	0	-1.0	8	-2	-10	.	i
COC(=O)c1cc(NC(=O)CN(c2cccc(OC)c2)S(=O)(=O)c2ccccc2)ccc1Cl	9	-16	0.8	-3	5.6	-13	0	-7	-80	-0.6

Record cards, from the list above. Screens in order: Yp Topo-I inh, MazF activator, TcdB GH inh, Anthrax LF inh2, PfHsp40 rescue, VHR inh abs, 3CLpro inhibitor, PriA SSB inh, Rv3671c inh, Vc quorum ag
CCOC(=O)n1c(=O)oc2cc(S(=O)(=O)N3CCOCC3)ccc21 is listed as 1, -4, ., 1, -0.8, 24, -1, -17, -5, i
CC1=NN(C(=O)COc2ccccc2C)C(O)(c2ccc(Cl)cc2)C1 (stereo not given) is listed as 10, -1, 2.6, -1, -0.6, -3, 3, 6, 4, -0.2

Remaining list, next part:
structure	Yp Topo-I inh	MazF activator	TcdB GH inh	Anthrax LF inh2	PfHsp40 rescue	VHR inh abs	3CLpro inhibitor	PriA SSB inh	Rv3671c inh	Vc quorum ag
O=C(N/N=C/c1ccc([N+](=O)[O-])cc1)c1c[nH]c2ccccc12	-7	8	1.4	-3	0.6	-4	6	.	-5	-0.2
COc1ccc(N=Cc2c(O)n(-c3ccc(OC)cc3)c(=O)c3ccccc23)cc1	1	-6	-1.1	-3	-0.2	-3	6	-11	-1	-0.3
CC(CC(=O)Nc1ccc(Br)cc1F)S(=O)(=O)c1ccc2c(c1)NC(=O)CO2 (stereo not given)	-7	5	2.1	4	-1.3	23	1	-10	4	-0.3
Cc1cccc2c(C(=O)O)cc(-c3cccnc3)nc12	2	7	0.7	-8	-0.2	26	1	-7	-12	i
CCOC(=O)N1CCC(N2CCCC(C(=O)c3cccc(OC(C)C)c3)C2)CC1 (stereo not given)	17	6	-0.1	-1	0.4	8	-3	-2	-9	i
O=C1C2C(C(=O)N1c1ccc3c(c1)OCO3)C1C=CC2C12CC2 (stereo not given)	5	4	4.8	-4	0.9	18	-2	10	-10	-0.3
O=C(O)Cn1c(=O)c2c3c(sc2n(Cc2ccc(F)cc2)c1=O)CCCC3	5	8	2.4	0	1.6	.	3	3	-7	-8.3
CCOc1ccc(-n2c(=O)[nH]cc(C(=O)N3CCc4ccccc43)c2=O)cc1	5	8	.	-3	1.4	8	3	2	-2	i
CSc1nnc(C)c(/C=C/NOCc2cccc(F)c2)n1	6	5	0.2	-1	-1.1	-6	2	5	-8	i
O=C1c2ccccc2NC(c2ccc(-c3ccc(F)cc3)o2)N1O (stereo not given)	-9	3	1.3	1	168*	.	.	-4	1	i
O=C(NCC(c1ccco1)N1CCN(c2ccc(F)cc2)CC1)c1cccs1 (stereo not given)	9	-1	3.2	1	0.1	.	.	0&-1	0	0.0
CCN(CC)Cc1c(C(=O)N/N=C/c2ccc(OCc3ccccc3C)cc2)nnn1-c1nonc1N	-8	-10	0.5	0	-1.6	6	10	.	-13	i
O=C(CCCOc1ccccc1)Nc1cccc(S(=O)(=O)N2CCOCC2)c1	8	8	0.9	-1	1.2	.	.	-2	-10	i
C[C@H](NC(=O)c1ncn2c1C(=O)NC[C@@H]2C)C(=O)OC(C)(C)C	-5	9	1.2	-3	.	.	.	.	.	-0.5
O=C1CCC(c2ccccc2)=NN1Cc1c(F)cccc1Cl	3	2	2.2	4	-1.2	-6	4	-11	0	i
COc1ccc2c(C)cc(SCC#N)nc2c1	13	11	0.6	-2	3.0	11	0	-23	1	i
CN(CC(=O)Nc1ccc(F)c(F)c1)S(=O)(=O)c1cccs1	2	4	-0.6	-9	0.7	20	-1	-12	-10	-0.3
CCN(CC)c1ccc2c(-c3ccc(S(=O)(=O)O)cc3S(=O)(=O)[O-])c3ccc(=[N+](CC)CC)cc-3oc2c1	+	i	-43	-10	0.2	31	-496	-3	+	-5.6
CC(=O)Nc1ccc(C(=O)N(C2=NC(C)CS2)c2ccc(Cl)cc2)cc1 (stereo not given)	25	3	-1.8	-1	-0.2	2	0	-7	2	-0.2
CCOC(=O)c1c(C)n(C)c2ccc(O)c(CN3CCC(C)CC3)c12	5	17	.	-9	0.5	-5	5	11	8	i

structure	Yp Topo-I inh	MazF activator	TcdB GH inh	Anthrax LF inh2	PfHsp40 rescue	VHR inh abs	3CLpro inhibitor	PriA SSB inh	Rv3671c inh	Vc quorum ag
CC(=O)Nc1ccc(S(=O)(=O)C(C#N)c2nc3ccccc3nc2NCCO)cc1 (stereo not given)	4	-7	0.9	-8	-1.8	3	3	-7	1	-0.2
COc1ccc(S(=O)(=O)N(C)C[C@H]2OCc3cnnn3CCCC(=O)N([C@H](C)CO)C[C@@H]2C)cc1	-3	-4	0.1&-0.4&-0.5	-3	.	.	.	.	.	-0.4
CCc1ccc(Nc2nnc(SC(C)C(=O)NC3CC3)s2)cc1 (stereo not given)	4	1	0.9	-3	0.6	.	.	-14	-9	0.4
O=S(=O)(c1cccc(C(F)(F)F)c1)c1ccc(O)cn1	-6	1	-0.7	-6	-2.1	.	.	-20	-2	-0.3
CCC(=O)Nc1ccc(C(=O)CSc2nc(N)cc(N)n2)cc1	2	4	0.4	-2	0.4	-3	-5	-13	5	0.6
COc1ccc(C(=O)n2cnc3ccccc32)cc1[N+](=O)[O-]	13	9	1.2	-9	0.8	-8	1	-3	9	-0.5
O=C(c1cc(-c2ccccc2Cl)on1)N1CCN(C(=O)c2ccco2)CC1	-2	-7	.	0	0.1	31	-5	-17	-1	i
CCOC(=O)N1CCC(NC(=O)Cn2cc3c(n2)CCCC3)CC1	11	7	1.2	-2	-0.6	15	7	-6	5	-0.2
Nc1ccccc1C(=O)N(Cc1ccccc1)Cc1ccccc1	23	-3	.	-10	-0.2	45	-2	2	3	i
COc1ccccc1CNC(=O)CCCOc1cc(=O)n(C)c2ccccc12	7	-3	.	2	1.5	-1	4	-7	8	-0.6
Cc1ccc(S(=O)(=O)N2C[C@H]3n4c(=O)ccc(=O)n4C[C@H](OC(=O)NCc4ccccc4F)[C@@]3(O)C2)cc1	-3	7	0.7	-4	.	.	.	.	.	-0.4
COc1ccc(CN(Cc2cc3cc4c(cc3[nH]c2=O)OCO4)C(=O)NC2CCCCC2)cc1	9	4	.	-2	-0.5	9	0	-17	0	1.8
CCOc1ccc2c(c1)c1nnc(SCC(=O)NC3CC3)nc1n2C	12	8	-0.5	-14	-0.7	20	8	0	-2	0.0
COc1cccc(CN(CC(=O)NC2CCCCC2)C(=O)c2csnn2)c1	9	2	2.9	0	-0.1	17	1	5	-12	i
O=C(Nc1ccccc1)/C(=C/c1ccc(F)cc1)NC(=O)c1ccco1	9	10	-2.0	-1	0.3	11	1	-1	0	i
Cc1ccc(N(C)C(=O)c2cc(S(=O)(=O)N3CCCC3)cn2C)cc1	1	0	1.2	-14	0.4	37	3	-4	6	-0.2
O=C(CN(Cc1ccccc1)S(=O)(=O)c1ccccc1)N/N=C/c1ccc([N+](=O)[O-])cc1	5	4	.	1	8.7	4	2	.	-8	0.0
CCOc1ccc(OCCN2C(=O)NC(Cc3c[nH]c4ccccc34)C2=O)cc1 (stereo not given)	-3	1	.	4	1.0	20	-1	6	-2	-0.7
CCCCN(C)CCCNC(=O)c1cc(=O)[nH]c2ccc(S(=O)(=O)N3CCCCC3C)cc12 (stereo not given)	0	5	0.4	-5	0.2	-3	-4	0	2	-0.1
COc1ccc(NC(=O)c2cc3cc(OC)ccc3oc2=O)cc1	-2	5	0.3	0	-1.7	.	.	1	14	i

structure	Yp Topo-I inh	MazF activator	TcdB GH inh	Anthrax LF inh2	PfHsp40 rescue	VHR inh abs	3CLpro inhibitor	PriA SSB inh	Rv3671c inh	Vc quorum ag
COc1ccc(N2CCN(C(=O)c3ccc(Cl)c(S(=O)(=O)N4CCOCC4)c3)CC2)cc1	20	7	1.3	5	0.6	.	.	7	.	-3.5
COc1cc(C)ccc1OCC(=O)OCC(=O)NCC1CCCCC1	5	9	0.5	4	-1.2	.	.	4	8	i
COc1ccc2c(c1)C(C)CC(C)(C)N2C(=O)Nc1ccccc1 (stereo not given)	-1	-18	-1.9	5	-0.9	20	-1	22	0	-0.4
COc1ccc(CC(=O)n2[nH]c(=O)c3ccccc3c2=O)cc1OC	-5	-2	1.0	-15	-1.4	19	3	7	10	0.0
O=c1cc(CN2CCOCC2)c2c(ccc3ccccc32)o1	6	0	0.8	-1	0.5	25	-2	-17	-5	-0.4
COc1ccc(N2C3=C(CC4=C2CCCC4=O)C(=O)CCC3)cc1	-1	-19	.	-9	0.7	18	7	30	7	0.8
COc1cccc(CCC(=O)N2CCC(n3nccc3NC(=O)CC(C)C)CC2)c1	-2	3	-0.2	-1	0.7	-9	0	-8	-3	-0.3
NC(=O)C1(Nc2ccc([N+](=O)[O-])cc2)CCCC1	2	-1	0.9	-2	1.7	.	.	-11	.	i
N#Cc1c(-c2ccccc2)ccn(Cc2ccc(Cl)cc2)c1=O	29	12	.	-2	0.0	37	5	-16	1	i
CN(C(=O)c1ccc(F)cc1)c1ccc(OCC(=O)Nc2ccccc2C(=O)O)cc1	3	-1	-0.6	1	0.7	.	.	-4	10	-0.8
C=CCn1c(SCC(=O)N(CC)c2c(N)n(Cc3ccccc3)c(=O)[nH]c2=O)nnc1-c1ccccc1OC	2	8	1.5	-5	0.1	.	.	-6	.	i
